SRC3 inh – human NCOA3 inhibition | Q9Y6Q9 | HEK293 GAL4-SRC3 luciferase reporter, luminescence | inhibition, % at 3.6 µM | 360,000 compounds, 0.17% hits | AID 588352;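 active means inhibition above a per-campaign cutoff, the mean of all compounds plus 3 SD, cut at about 60% in these data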;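 further: 0% = DMSO-treated cells and 100% = gossypol-treated cells at 36 µM; higher means less SRC3-driven luciferase light from the GAL4 reporter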
TLR9-MyD88 block – blocks human TLR9 binding to MyD88; inhibition, % at 4.98 µM; CHO BLA complementation TLR9-MyD88, CCF4 FRET ratio; 340,000 compounds, 0.21% hits; AID 504734; Q9NR96+Q99836;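 active means inhibition above the mean over all tested compounds plus 3 SD, cut at about 21% in these data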;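 further: 0% = DMSO only wells and 100% = clavulanate BLA inhibitor control wells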
Target sequence (Q99836 whole entry, looked up): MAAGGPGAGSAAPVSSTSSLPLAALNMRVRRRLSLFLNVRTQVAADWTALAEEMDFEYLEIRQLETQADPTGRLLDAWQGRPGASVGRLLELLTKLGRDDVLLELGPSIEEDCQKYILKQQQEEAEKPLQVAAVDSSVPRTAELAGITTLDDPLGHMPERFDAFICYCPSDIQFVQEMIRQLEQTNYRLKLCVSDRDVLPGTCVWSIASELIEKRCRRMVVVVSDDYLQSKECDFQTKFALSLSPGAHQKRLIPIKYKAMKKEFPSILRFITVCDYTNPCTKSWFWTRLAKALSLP
Target sequence (Q9NR96 whole entry, looked up): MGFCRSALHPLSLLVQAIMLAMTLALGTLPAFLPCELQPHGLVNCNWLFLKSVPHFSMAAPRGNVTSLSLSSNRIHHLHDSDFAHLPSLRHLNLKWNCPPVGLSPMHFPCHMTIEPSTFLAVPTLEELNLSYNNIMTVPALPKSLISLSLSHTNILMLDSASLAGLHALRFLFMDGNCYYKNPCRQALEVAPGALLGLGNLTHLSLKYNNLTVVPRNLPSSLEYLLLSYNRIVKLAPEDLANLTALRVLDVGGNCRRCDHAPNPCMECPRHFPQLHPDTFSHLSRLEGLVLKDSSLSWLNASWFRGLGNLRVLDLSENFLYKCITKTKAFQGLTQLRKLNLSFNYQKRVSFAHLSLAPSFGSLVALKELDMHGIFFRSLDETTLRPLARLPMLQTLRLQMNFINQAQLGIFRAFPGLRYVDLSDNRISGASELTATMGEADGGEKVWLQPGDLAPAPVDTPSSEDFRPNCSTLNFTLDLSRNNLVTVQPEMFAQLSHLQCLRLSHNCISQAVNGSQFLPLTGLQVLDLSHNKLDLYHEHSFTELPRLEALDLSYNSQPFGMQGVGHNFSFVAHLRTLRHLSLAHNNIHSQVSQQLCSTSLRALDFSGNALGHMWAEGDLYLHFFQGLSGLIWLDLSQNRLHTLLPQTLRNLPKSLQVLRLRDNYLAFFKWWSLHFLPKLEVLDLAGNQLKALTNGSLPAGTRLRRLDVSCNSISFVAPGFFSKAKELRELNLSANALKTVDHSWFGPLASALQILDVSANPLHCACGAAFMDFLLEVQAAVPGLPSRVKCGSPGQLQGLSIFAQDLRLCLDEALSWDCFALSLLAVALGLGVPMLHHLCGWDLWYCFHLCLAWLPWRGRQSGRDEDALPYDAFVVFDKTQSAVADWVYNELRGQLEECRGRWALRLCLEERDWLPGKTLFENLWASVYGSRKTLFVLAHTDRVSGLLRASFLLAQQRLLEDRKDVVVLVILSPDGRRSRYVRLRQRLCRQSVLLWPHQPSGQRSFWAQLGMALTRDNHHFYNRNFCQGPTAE
TROY NFkB inh – TROY signaling inhibition | Q293 LMP1-TROYcd NF-kB luciferase reporter, 4 h | inhibition, % at 10 µM | 360,000 compounds, 0.98% hits | AID 1347056;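 active means compounds whose plate-normalised and pattern-corrected inhibition of the luciferase reporter signal at the single screening dose is 50% or more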
COUP-TFII inh – inhibitors of human COUP-TFII (NR2F2); inhibition, % at 8.6 µM; 370,000 compounds, 0.7% hits; HEK293T NGFI-A luciferase reporter, luminescence; P24468;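 active means inhibition above a per-plate cutoff, mean inhibition of test wells between control levels plus 3 SD, cut at about 38% in these data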;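 further: cells cotransfected with COUP-TFII expression vector driving the NGFI-A reporter; 0% = median of COUP-TF2 test wells and 100% = reporter-only cells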
TWEAK Fn14 block – blocks TWEAK-Fn14 interaction in a reporter cell assay. TWEAK-stimulated Fn14 reporter cells, luciferase luminescence, 8 h. inhibition, % at 10 µM. 360,000 compounds, 2% hits. AID 1159606; in the data active means inhibition above about 50%
NOD2-RIPK2 inh – blocks binding of human NOD2 to RIPK2; O43353; CHO BLA complementation NOD2-RIPK2, CCF4 ratio; 360,000 compounds, 0.38% hits; inhibition, % at 4.98 µM; in the data active means inhibition above about 21%;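 further: 0% = vehicle only and 100% = reference blocker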
LMP1 NFkB inh – inhibitors of Epstein-Barr LMP1-induced NF-kappaB reporter; LMP1-induced NF-kappaB luciferase reporter cells, luminescence; inhibition, % at 12.5 µM; 350,000 compounds, 0.69% hits; in the data active means inhibition above about 41%;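 further: 0% = neutral control wells and 100% = reference inhibitor control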
C8 TRAIL sens – sensitizes caspase-8 expressing cells to TRAIL; inhibition (viability loss, TRAIL sensitization), % at 10 µM; NB7+C8 cells + TRAIL, ATPlite viability luminescence; AID 624354; 360,000 compounds, 1% hits;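 active means compounds causing at least 50% loss of cell viability in the single-dose screen, relative to plate controls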
NCOA1 inh – inhibits human SRC1 coactivator; Q15788; HEK293 GAL4-SRC1 luciferase reporter, luminescence; inhibition, % at 3.6 µM; 360,000 compounds, 0.12% hits; AID 588354;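 active means inhibition above the campaign mean plus 3 SD, with each screening campaign given its own cutoff, cut at about 60% in these data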;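 further: 0% = DMSO treated cells and 100% = gossypol at 36 µM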
NR5A2 inv ag – suppresses constitutive activity of human LRH-1. inhibition, % at 3.6 µM. O00482. AID 602396. HEK293T StAR-luciferase reporter, LRH-1 transfected, 24 h. 360,000 compounds, 0.13% hits;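 active means inhibition above the mean inhibition of all tested compounds plus 3 SD, cut at about 73% in these data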;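 further: 0% = DMSO wells and 100% = reporter-only cells lacking LRH-1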
SRC2 inh – human SRC2 (NCOA2) inhibition; Q15596; HEK293 GAL4-SRC2 luciferase reporter, luminescence; inhibition, % at 9 µM; 370,000 compounds, 0.17% hits; AID 651957;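 active means inhibition above the mean inhibition of all tested compounds plus 3 SD, set per campaign, cut at about 52% in these data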;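 further: 0% = DMSO treated cells and 100% = cells given Gossypol at 36 µM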
* = called active by the depositor; nt = no result given. This is a subset; the hit share may differ from the screen's.

Values in the order – SRC3 inh, TLR9-MyD88 block, TROY NFkB inh, COUP-TFII inh, TWEAK Fn14 block, NOD2-RIPK2 inh, LMP1 NFkB inh, C8 TRAIL sens, NCOA1 inh, NR5A2 inv ag, SRC2 inh
C/C(=N\Oc1cccc(F)n1)c1ccc(Cl)cc1Cl
→ 17, 4, -25, -4, -17, -1, -1, -7, -2, 5, -18
COc1cc(/C=N/n2c(-c3cc(C)[nH]n3)n[nH]c2=S)cc(OC)c1OC
→ 0, 5, 7, 7, 5, -8, 1, 12, 12, -20, 12
O=C(NCCN1CCOCC1)c1cc(-c2ccccc2Cl)nc2ccccc12
→ -1, 7, 8, 8, -10, -3, 18, -14, -41, 4, 13
CC(=O)Nc1ccc(C(=O)OCc2ccc(F)cc2)cc1
→ 4, 2, 1, -14, -22, 3, -5, 0, -53, -9, -45
COc1ccccc1C(=O)NNC(=S)NC(=O)c1cccs1
→ 14, -8, -23, 0, 3, -4, 20, -4, -3, 0, -6
C#Cc1ccc([C@H]2C=C(C(=O)N3CCN(Cc4ccc5c(c4)OCO5)CC3)O[C@@H](OCc3ccc(CO)cc3)C2)cc1
→ -13, 5, 11, 7, -28, 3, 7, -10, 3, 1, -27
COc1ccc(C(C(=O)NC(C)(C)C)N(Cc2ccccc2)C(=O)CCC(=O)Nc2cc(C)on2)cc1 (centres undefined)
→ 22, 10, 12, 7, 7, -11, 1, -1, 9, -1, 29
Cc1cc2n(n1)C(c1c[nH]c3ccccc13)Nc1ccccc1-2 (centres undefined)
→ -8, 6, -50, nt, 40, 1, -31, -11, -16, 29, nt
Cc1oc(-c2ccc(Cl)cc2)nc1CS(=O)CC(=O)NCCN1CCCCCC1 (centres undefined)
→ 4, -3, -4, -2, -10, 4, -1, -5, -7, -4, 4
CC1(C)OC(=O)N(Cc2ccco2)C1(C)O (centres undefined)
→ -22, -1, nt, -4, 31, -5, -8, -12, 2, -9, -22

Values in the order – SRC3 inh, TLR9-MyD88 block, TROY NFkB inh, COUP-TFII inh, TWEAK Fn14 block, NOD2-RIPK2 inh, LMP1 NFkB inh, C8 TRAIL sens, NCOA1 inh, NR5A2 inv ag, SRC2 inh
COc1ccc(NC(=O)C2C(c3ccc4c(c3)OCO4)=Nc3ccccc3N2C(C)=O)cc1 (centres undefined)
→ nt, nt, nt, -21, nt, 2, nt, -7, nt, -95, -21
COc1ccc(-c2nn(-c3ccccc3C)cc2CNCc2cccnc2)cc1F
→ 1, 3, -8, 2, -10, -4, 6, -7, -3, 6, -6
O=C(c1cc(COc2ccc3ncccc3c2)on1)N1CCCCCC1
→ 26, 2, -18, 43*, 16, -1, 7, 13, 12, 34, 11
CC1CCN(C(=O)CSC2=NS(=O)(=O)c3cc(F)ccc3N2)CC1
→ 15, 4, -7, 10, 5, -5, 1, -6, -4, 23, -7
O=C(NCC1COc2ccccc2O1)c1ccc(Br)s1 (centres undefined)
→ -66, 4, -27, -21, -18, -13, -27, 12, -62, -41, -26
S=C(NCc1ccccc1)NNc1ccccc1
→ 12, -4, 6, 7, -17, -7, 0, -7, 16, 12, -15
OC1(c2cccc(C(F)(F)F)c2)CCN(Cc2nnnn2Cc2ccccc2)CC1
→ 18, 3, -1, 11, -20, 9, 0, 0, -23, -9, -33
COCCCN1C(=O)C(=O)/C(=C(/O)c2ccc(S(=O)(=O)N3CCOCC3)cc2)C1c1ccc(F)cc1 (centres undefined)
→ 1, -3, -2, 4, -8, -4, 0, -12, -10, 10, 6
N#CCCN(C1CCCCC1)S(=O)(=O)c1cccc2nsnc12
→ -16, 2, -17, 9, 19, 1, 3, 5, -14, -23, 2
Cc1onc(-c2ccccc2)c1C(=O)NCc1cccnc1
→ 4, -3, 37, -11, 26, -12, -6, 0, -17, -3, -8

Values in the order – SRC3 inh, TLR9-MyD88 block, TROY NFkB inh, COUP-TFII inh, TWEAK Fn14 block, NOD2-RIPK2 inh, LMP1 NFkB inh, C8 TRAIL sens, NCOA1 inh, NR5A2 inv ag, SRC2 inh
Cc1cc(C)nc(NS(=O)(=O)c2ccc(NC(=O)Cn3c(=O)oc4ccccc43)cc2)n1
→ -18, -10, 3, 5, -28, -2, -7, -5, -45, -19, -1
Cc1ccccc1/C(N)=N/O
→ 0, 9, 12, 5, 4, -1, 0, 13, 2, -12, -15
Cc1cc(C(=O)NCCCc2ccccc2)no1
→ -17, 3, -30, -12, -11, 5, -9, -3, 2, -18, -50
C[C@@H]1CN([C@H](C)CO)C(=O)CCCn2nncc2CO[C@H]1CN(C)C(=O)c1ccc2ccn(C)c2c1
→ -1, -1, 6, 9, 11, -14, 9, -6, -20, -5, -9
COc1cc(NC(=O)[C@H]2CSCN2C(=O)[C@@H]2CCC(=O)N2)cc(OC)c1OC
→ -8, 8, -1, 17, -3, 1, -3, -8, -6, -14, -10
O=c1[nH]c(SCc2ccccc2Cl)nc2c1CCCC2
→ 6, 8, 36, -5, 4, 3, 2, -25, -15, -5, -11
Cc1ccccc1-n1c(=O)n(Cc2ccccc2)c(=O)c2[nH]cnc21
→ 11, -7, 12, 1, 3, -12, 7, 15, 5, 4, -13
CCN(C(=O)CSc1nnc(NCc2ccccc2)s1)C1CCS(=O)(=O)C1 (centres undefined)
→ 12, -5, 9, -10, 8, -7, -3, 0, -12, -4, 10
O=C(Nc1ccc(F)cc1)C(Sc1nnc2ccccn12)c1ccccc1 (centres undefined)
→ 24, 4, 2, 9, 16, 5, 6, 1, 13, -15, 2
CC(C)(C)NC(=O)c1ccncc1
→ 7, -2, nt, -17, 20, 4, 0, -1, 1, -4, -6

Values in the order – SRC3 inh, TLR9-MyD88 block, TROY NFkB inh, COUP-TFII inh, TWEAK Fn14 block, NOD2-RIPK2 inh, LMP1 NFkB inh, C8 TRAIL sens, NCOA1 inh, NR5A2 inv ag, SRC2 inh
Clc1ccc(CN2CCN(/N=C/c3cccnc3)CC2)cc1
→ 20, 3, -3, -5, 10, -1, 12, 10, -11, 1, 22
Nc1cc[n+](CC(=O)Nc2ccccc2)cc1
→ -5, 6, -19, -25, -32, -4, -5, -5, -4, 2, 0
COc1ccc2[nH]c(=O)c(CN(C)C(=O)COc3ccccc3)cc2c1
→ 22, -3, 5, 7, -30, 6, 3, 7, -24, -6, 2
CC1(C)Cc2nc3sc4c(OCc5ccccc5)ncnc4c3cc2CO1
→ 13, 10, -13, 6, 23, -3, 5, 15, -2, -6, 5
Cc1cccc(C(=O)Nc2ccc(NC(=O)Cc3ccc(Cl)cc3)cc2)c1
→ 18, -10, -4, 25, -24, 0, 6, 2, 1, 5, 20
CCCc1[nH]nc2c1C(c1ccc(OCCN3CCOCC3)c(OC)c1)C(C#N)=C(N)O2 (centres undefined)
→ -23, -2, 23, 7, 13, -4, 4, -6, -14, -8, -48
COC(=O)c1ccc(Cn2c(C)c(C(=O)NCc3ccc(C#N)cc3)sc2=O)o1
→ -2, nt, -4, -12, -6, -8, nt, -2, 13, 1, 17
CCOc1ccccc1NC(=O)COC(=O)c1nc2nccc(C)n2n1
→ 5, -2, -14, 5, 0, -12, 0, -3, 4, -1, -35
COc1cccc(NC(=O)Nc2nnc(CC(=O)Nc3ccccc3)s2)c1
→ 19, 9, 30, 22, 51*, 4, 4, -8, 19, -1, 35
Cn1cccc1C(=O)Nc1nccs1
→ -16, 3, -26, -6, -3, -4, -16, 13, -44, -9, -19

Values in the order – SRC3 inh, TLR9-MyD88 block, TROY NFkB inh, COUP-TFII inh, TWEAK Fn14 block, NOD2-RIPK2 inh, LMP1 NFkB inh, C8 TRAIL sens, NCOA1 inh, NR5A2 inv ag, SRC2 inh
CC(C)C[C@H](NC(=O)Nc1cccc(Br)c1)C(=O)O
→ -1, -7, 5, 2, -3, -9, 2, -5, -1, 12, 18
COc1ccc(/C=N/NC(=S)Nc2ccccc2)cc1
→ 8, 3, 8, -43, -3, -10, 3, -4, 6, 5, -45
c1ccc(CNc2ncnc3nc[nH]c23)cc1
→ -13, 3, 2, 12, -18, 0, 4, -16, -13, -36, -1
O=C(O)CCC(=O)NNC(=O)CCC(=O)NCc1ccccc1
→ 2, -2, 4, 3, -4, 1, -5, -20, 8, 4, -18
COc1ccc(CCNC(=O)c2cc(-c3ccco3)on2)cc1OC
→ 14, -10, -15, 27, -64, -11, 2, -5, -17, 44, -11
CCOCCCNC(=O)Cn1ncc2c(=O)oc3ccccc3c21
→ -1, 3, 5, -2, 0, -24, -6, -6, 6, 4, 5
CC(=O)Nc1cccc(C(=O)OCC(=O)NC(=O)c2ccccc2)c1
→ -5, -7, -63, -13, -27, 1, 2, -6, 18, -27, -5
Cc1ccc(C)c(NC(=O)CN(C)C(=O)c2ccncc2)c1
→ 10, 1, -4, 2, -7, -4, -1, 3, 17, 9, 0
C=Cc1cccc(NC(=O)COc2ccccc2)c1
→ -26, -7, -71, -23, -33, 0, -6, 8, -74, -60, -16
COc1ccc(O)c(CNn2c(-c3ccc(Br)cc3)nc3ccccc3c2=O)c1
→ 2, 6, 9, 8, 3, -5, 3, -5, -13, 8, -19

Values in the order – SRC3 inh, TLR9-MyD88 block, TROY NFkB inh, COUP-TFII inh, TWEAK Fn14 block, NOD2-RIPK2 inh, LMP1 NFkB inh, C8 TRAIL sens, NCOA1 inh, NR5A2 inv ag, SRC2 inh
Fc1ccccc1Cn1nnc2c(NCc3ccccn3)ncnc21
→ 23, 7, 8, -14, -8, -2, -5, -4, 8, -7, -15
CC(C)CCNC(=O)c1ccc2c(c1)N(C)C(=O)c1ccccc1S2
→ -1, -4, -9, -1, -5, 9, -8, -8, 14, 0, -39
NS(=O)(=O)c1ccc(CNC(=S)NC2CCCC2)cc1
→ -5, -7, 4, -1, 11, -7, -5, -4, 9, -14, -6
Cc1ccc(S(=O)(=O)Cn2nnnc2C(C)N2CCN(C(=O)c3ccco3)CC2)cc1 (centres undefined)
→ 16, -2, -7, 10, -8, -3, -8, 2, 4, 18, 2
Cc1ccc2cc3cc(C(=O)N4CC(C)CC(C)C4)oc3nc2c1 (centres undefined)
→ -9, 2, -65, -9, -20, 4, -55, 7, -28, -35, -4
Clc1ccc(-c2cn3cccnc3n2)cc1
→ -60, 0, -67, -33, -33, -3, -14, 17, -66, -130, -42
CS(=O)(=O)N1CCC(Oc2ccccc2C(=O)NC2CCCCCC2)CC1
→ 5, -12, 19, -2, 4, 2, -1, 1, -28, -9, -1
Cc1ccc(CNc2nc(N)c([N+](=O)[O-])c(NCc3ccccc3)n2)cc1
→ 9, 4, 9, -2, -7, -2, 0, -12, -6, 19, 10

Source: PubChem
